Screening data as filed in PubChem BioAssay.
mcGAS RapidFire – mouse cGAS inhibition by mass spec; AID 1259397; recombinant mouse cGAS, cGAMP by RapidFire MS; inhibition, % at 12.5 µM; hit rate 0.18% among 130,000;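 active = inhibition of cGAS enzyme activity at or above 60%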;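 also: enzyme stimulated by 45 bp dsDNA with ATP and GTP substrates; cGAMP share of summed cGAMP plus half ATP and half GTP signals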
Target sequence (Q8C6L5 whole entry, looked up): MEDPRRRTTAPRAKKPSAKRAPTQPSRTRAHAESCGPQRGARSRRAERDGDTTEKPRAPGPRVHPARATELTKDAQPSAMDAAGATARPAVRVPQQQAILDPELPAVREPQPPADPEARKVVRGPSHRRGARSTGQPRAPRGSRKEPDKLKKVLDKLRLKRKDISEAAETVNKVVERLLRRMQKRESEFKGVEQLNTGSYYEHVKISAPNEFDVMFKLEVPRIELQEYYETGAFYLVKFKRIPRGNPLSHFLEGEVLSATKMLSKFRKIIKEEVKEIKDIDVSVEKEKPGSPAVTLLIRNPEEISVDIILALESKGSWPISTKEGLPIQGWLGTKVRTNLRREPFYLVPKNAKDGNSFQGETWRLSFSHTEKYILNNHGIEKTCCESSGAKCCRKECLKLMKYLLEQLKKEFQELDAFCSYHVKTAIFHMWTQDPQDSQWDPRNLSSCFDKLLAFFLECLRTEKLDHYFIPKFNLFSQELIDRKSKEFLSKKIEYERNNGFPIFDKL
The depositor's hits bear a star; & = joins results of further samples. This is a subset. The share of hits here may be higher or lower than overall.

mcGAS RapidFire	smiles
-3	CCc1cc(C(C)=O)c(O)cc1OCCCCCC(C)(C)c1nn[nH]n1
-16	CNC(=O)Cc1ccc(-c2cccc(C(C)=O)c2)cc1
-5	Nc1c(-c2nc(-c3ccc4c(c3)OCO4)no2)nnn1-c1ccc(Cl)cc1
-9	CCCCCn1c(SCC(=O)C(C)(C)C)nc2cc(C(=O)N3CCOCC3)ccc2c1=O
-4	Cc1cc(N2CCCCC2)nc(Nc2ccc(NC(=O)c3cccc4ccccc34)cc2)n1
-2	COc1cc(C)c(SCC(C)(C)O)cc1OC
-6	Oc1oc(-c2ccc(Cl)cc2)nc1C=Nc1ccc(Br)cc1Br
-5	O=c1ccccn1CCN1CCc2ccccc21
-15	CCOC(=O)c1[nH]ncc1C1CC(=O)Nc2c1ccc(N1CCCC1)c2C (stereo unspecified)
-31	COc1ccc(/C=C/CN2CCC(O)(c3ccc(C)cn3)CC2)cc1
-5	CCOc1ccc(C(=O)N2CCC(NS(=O)(=O)c3c(C)c(C)cc(C)c3C)CC2)cc1
-9	Cc1[nH]nc(CCC(=O)N2CCCC3(CNC(=O)O3)C2)c1C (stereo unspecified)
7	NCC(=O)N1CCC(N2CCCC(C(=O)N3CCOCC3)C2)CC1 (stereo unspecified)
-20	c1ccc(N2CCN(c3ccccn3)CC2)cc1
-8	CC(C)C1CN(C(=O)C2CC=CCC2)CCS1 (stereo unspecified)
-14	Cc1ccc(Nc2nc(NCc3ccc4c(c3)OCO4)nc3nccnc23)c(C)c1
-5	O=C(C/C=C/c1ccc(F)c(F)c1)c1ccc(Br)cc1
-2	CN1CCc2ccccc2C2(CCC(N(CC3CC3)C(=O)NC3CCCCC3)CC2)C1=O (stereo unspecified)
-4	CC(=O)Oc1cccc(O)c1
-7	COCCN1CC(C(=O)NC2(c3ccccc3)CC2)CCC1=O (stereo unspecified)
0	CCOCCn1nc(C)cc1C(=O)N1C[C@H]2CC=CC[C@H]2C1
-7	COc1ccc(OCCOc2ccc(C)cc2)cc1
-18	CN(C)C(=O)Sc1ccc(NC(=O)CSc2ccccc2)cc1
-2	COc1ccc(S(=O)(=O)N2CCN(c3ncccn3)CC2)cc1Br

By substructure: those above with an NH in an aromatic ring.
mcGAS RapidFire	smiles
-3	CCc1cc(C(C)=O)c(O)cc1OCCCCCC(C)(C)c1nn[nH]n1
-15	CCOC(=O)c1[nH]ncc1C1CC(=O)Nc2c1ccc(N1CCCC1)c2C (stereo unspecified)
-9	Cc1[nH]nc(CCC(=O)N2CCCC3(CNC(=O)O3)C2)c1C (stereo unspecified)

Following part
mcGAS RapidFire	smiles
-9	CCOc1ccc2c(c1)sc(=NC(=O)C1=COCCO1)n2CCOC
-6	CCCOC(=O)c1cc(Br)ccc1NC(=O)c1ccc(C)nc1
8	COc1ccc(-c2cc(C(=O)Nc3sc(C)c(C)c3C#N)c3ccccc3n2)cc1OC
-3	CC1CCN(Cc2csc(NC(=O)c3ccc(Cl)c(S(=O)(=O)N4CCCCC4)c3)n2)CC1
-2	CN(CCC1CCOCC1)C(=O)C1CCC(=O)N(Cc2ccccn2)C1 (stereo unspecified)
-12	CC(C)[C@H](CO)Nc1nc(Nc2ccc(C(=O)O)c(Cl)c2)c2ncn(C(C)C)c2n1
-1	CCc1ccc(CNC(=O)Nc2ccc(C#N)cc2)s1
-1	Cc1cc(C)c2c(N)nsc2n1
-13	OC[C@H]1CCN(Cc2cnc(C3CCCCC3)nc2)C[C@H]1O
2	Cc1cc(C)n(CCC(=O)N(C)C(C)c2ccon2)c(=O)n1 (stereo unspecified)
-3	Cc1cc(C)c(NC(=S)NC2CCN(C3CC3)C2)c(Cl)c1 (stereo unspecified)
13	COc1cc(/C=C2\NC(=S)NC2=O)cc([N+](=O)[O-])c1O
-4	c1cc2c(s1)CCNC2
4	O=C(c1cccnc1)N1N=C2CCCCC2C1(O)C(F)(F)F (stereo unspecified)
-7	CCCCC(=O)Nc1sc2c(c1C(N)=O)CCC2
-15	Cc1ccncc1-c1cccc2[nH]ccc12

4 of the entries above in order of their number in mcGAS RapidFire, falling:
mcGAS RapidFire	smiles
13	COc1cc(/C=C2\NC(=S)NC2=O)cc([N+](=O)[O-])c1O
4	O=C(c1cccnc1)N1N=C2CCCCC2C1(O)C(F)(F)F (stereo unspecified)
2	Cc1cc(C)n(CCC(=O)N(C)C(C)c2ccon2)c(=O)n1 (stereo unspecified)
-4	c1cc2c(s1)CCNC2

Following part
mcGAS RapidFire	smiles
-11	S=c1[nH]c(-c2ccccc2)cn1N=Cc1c[nH]c2ccccc12
-5	CC1(C)CC2(C)OC(=NBr)C1(C#N)C2(C#N)C#N (stereo unspecified)
-17	CCc1ncc2c(n1)CN(C(=O)c1ccc(-n3ccnc3)cc1)C2
-14	Cc1cccc(C(=O)N=Nc2c(O)[nH]c3ccc(C)c(Br)c23)c1
-3	CCCC(=O)N1CCN(C(=O)Nc2ccccc2)CC1
-15	CC(C)(C)c1cc(CN2CCc3[nH]cnc3C2c2ccsc2)[nH]n1 (stereo unspecified)
-3	COc1ccc(OC)c(C2CC(c3ccc(Br)cc3)=Nc3ncnn32)c1 (stereo unspecified)
-1	CCn1c(NC(=O)c2oc3c(c2C)C(=O)CC(C)(C)C3)nc2ccccc21
-6	CC(NC(=O)C=C1CCCCC1)C(N)=O (stereo unspecified)
-28	CS(=O)(=O)c1ccc(-c2ccnc3c(C(F)(F)F)cccc23)cc1
-18	CN1CCCC1CCNS(=O)(=O)NCc1ccccc1 (stereo unspecified)
-7	CCCCn1c(N)c(C(=S)NC(=O)CC(C)(C)C)c(=O)n(C)c1=O
-10	Cc1ccc(NC2OC(CO)C(O)C(O)C2O)cc1Br (stereo unspecified)
-8	CCN(CC(O)c1ccc(C)cc1)C(=O)c1sccc1-n1cnnn1 (stereo unspecified)
13	Cc1cccc2c3c(ccc12)C1=C(C(=O)C3=O)C(C)CO1 (stereo unspecified)
0	CCc1nc(CN2CCCC(NCc3cccc4c3OCO4)C2)no1 (stereo unspecified)

Looked up by compound from the entries so far (2):
mcGAS RapidFire	smiles
-8	CCN(CC(O)c1ccc(C)cc1)C(=O)c1sccc1-n1cnnn1 (stereo unspecified)
13	Cc1cccc2c3c(ccc12)C1=C(C(=O)C3=O)C(C)CO1 (stereo unspecified)

More structures
mcGAS RapidFire	smiles
0	Cc1ccc(CN(C(=O)Cn2[nH]c(C(C)(C)C)c(CCC#N)c2=O)C2CC2)o1
-17	Cc1n[nH]c(C)c1CCN(C)C(=O)c1cn(C2CCCCCC2)nn1
-32	COc1ccc(C(=O)Nn2cc3c(c2-c2ccccc2)c(=O)n(C)c(=O)n3C)cc1
1	Cc1cc(C(=O)N2CCC3(CCCN(Cc4cccc(F)c4F)C3)C2)nc(C)n1 (stereo unspecified)
-3	Cc1ccc(C)c(N2CCN(C(=O)c3n[nH]c4c3CNCC4)CC2)c1
-1	Cc1cc(CNS(=O)(=O)NCc2ccccc2)ccc1N1CCCC1
-4	Cn1cccc1C(=O)N1CCn2c(nnc2C(=O)N2CCOCC2)C1
8	CC(C)Nc1nc(NCCN2CCNC2=O)c2sccc2n1
-12	C=CCN=CC1=C(Sc2ccccc2)C2=C(CC1)C(C(=O)OCC)C(NC(C)=O)S2 (stereo unspecified)
-10	CCOCCSCc1nc2cc(-c3ccc(F)cc3)sc2c(=O)[nH]1
-3	CN(C)c1c(Cl)cccc1NS(=O)(=O)/C=C/c1ccccc1
0	COc1coc(CN(C2CC2)S(=O)(=O)c2cccnc2)cc1=O
-3	CCN(c1ccccc1)S(=O)(=O)c1cccc(C(=O)OCc2cc(=O)n3ccsc3n2)c1
1	CC(CC(=O)Nc1ccc2nccn2c1)NC(=O)c1ccccc1 (stereo unspecified)
0	CCOc1cccc(-c2ccc3nc(-c4ccccc4)c(CCC(=O)N(CC)CC)n3c2)c1
-1	CCOC(=O)C1(Cc2ccc(OC)cc2)CCN(C(=O)CSc2nc(C)cs2)CC1
6	C=CCN(Cc1ccccn1)C1CCCNC1 (stereo unspecified)
-7	Cc1ccc(NC(=O)COCC2CC2)cc1NC(=O)C(C)(C)C
1	CCN1C(=O)CC(N2CCc3ccccc3C2)C1=O (stereo unspecified)
-5	CCn1c(C)nnc1COC(=O)c1occc1C
-19	CSCCCN1CCCCC1c1ccccn1 (stereo unspecified)
-7	CS(=O)(=O)Nc1cc(Br)c(O)c(Br)c1
-36	Cn1ccc(-c2n[nH]c(=O)n2Cc2cccs2)n1
-33	Cc1ccc(S(=O)(=O)N2CCC(C(=O)N3CC4CCCN4c4ccccc43)CC2)c(C)c1 (stereo unspecified)
-11	CC(C)Oc1ccc(C(=O)NCC2CCN(C3CCCC3)CC2)cc1
8	Cc1ccsc1CNc1ccc(C(=O)N2CC=CCC2)cc1
-20	Cc1nn(Cc2ccc(F)cc2)c(Cl)c1C(=O)N1CCCn2ncnc21
-2	CCOc1c(CC)cnc2c1c(=O)n(C)c(=O)n2C
-2	Cc1nc2cc(NC(C)C(=O)N3CCCCCC3)ccc2o1 (stereo unspecified)
-5	CC(C)(C)OCCSCc1nnc(-c2ccccc2F)o1
-3	O=C(NCc1nnc2n1CCCCC2)C1=CN2CCS(=O)(=O)N=C2C=C1
-6	O=C(CN1C(=O)C(=O)N(CCC2=CCCCC2)C1=O)NC(=O)NCc1ccco1
-8	CCn1ccnc1CN1CCC2(CCCN(Cc3cccc(OC)c3OC)C2)C1 (stereo unspecified)
-9	COc1ccc(CCNC(=O)N2CCN(CC(C)C)C(=O)C2C)cc1 (stereo unspecified)
-11	OCc1csc(-c2ccnc3[nH]ccc23)n1
-4	O=C1NCCCCC1NC1CCNCC1 (stereo unspecified)
-7	COCC1CCCN(Cc2ccc3c(c2)CN(Cc2ccc(F)c(OC)c2)CCO3)C1 (stereo unspecified)
5	NC(C(=O)O)c1ccc(O)cc1 (stereo unspecified)
7	Cc1ccc(S(=O)(=O)NCc2ccc3c(c2)OCO3)cc1C
2	O=C(c1ccco1)N1CCN(C(=O)C2CC2(c2ccccc2)c2ccccc2)CC1 (stereo unspecified)
-17	N#CC(=C1SC2CS(=O)(=O)CC2S1)c1nc2ccccc2s1 (stereo unspecified)
-7	CC(=O)N1CCN(c2nc(C)cc(Nc3ccccc3)n2)CC1
-11	O=S(=O)(CC1CCCCO1)c1nncn1-c1cccc(Cl)c1 (stereo unspecified)
-3	N#Cc1nc(NCCCOCC2CCOC2)ccc1Cl (stereo unspecified)
-8	CC(=O)Nc1cccc2nc(CN3CCN(Cc4ccc(F)cc4)C(CCO)C3)ccc12 (stereo unspecified)
-2	Cc1ccccc1CC(=O)OC(c1cccnc1)C(F)(F)F (stereo unspecified)
1	O=C(NC(c1cccs1)C1CCCC1)c1ccc(N2CCOC2=O)cc1 (stereo unspecified)
-2&0	O=C(C1CC1)N1CCC(Oc2cccc(C(=O)N3CC4C[C@@H]5CC3C[C@H](C4)C5)c2)CC1
10	O=C(CSc1ccc(NC(=O)C2CC2)nn1)NCc1ccccc1Cl
-3	CCC1=C(C(=O)OC)C(c2ccc(Br)cc2)n2ncnc2N1 (stereo unspecified)
6	CON=CC1=C(Sc2nc3ccccc3s2)CCCC1
-47	CCN(CC)P1(=Nc2ccccc2[N+](=O)[O-])C(=C2N(C)c3ccccc3C2(C)C)C=NN1C (stereo unspecified)
-10&-1	CCN(CC)CCNC(=O)COc1ccc(OC)cc1
5	C[C@H](C(=O)NCc1ccc(F)c(F)c1)N1Cc2ccc(N3CCOCC3)nc2C1=O
-2	CCCCn1c(N)c(N(C)C(=S)NCCCN2CCOCC2)c(=O)[nH]c1=O
-8	O=C1C(=Cc2c[nH]c3ccc(Br)cc23)C(=O)c2ccccc21

Next part:
mcGAS RapidFire	smiles
-7&-2	O=C(CN1CCCCC1=O)NC1CCCc2c1cnn2-c1ccc(F)cc1F (stereo unspecified)
5	CC(C(=O)NCC1CCCCC1)S(=O)(=O)Cc1nnnn1C1CC1 (stereo unspecified)
-1	c1ccc(-n2cccc2CN(Cc2ccsc2)CC2CCCO2)nc1 (stereo unspecified)
17	CN(CC(=O)Nc1cccc(F)c1)Cc1nc2scc(-c3ccccc3)c2c(=O)[nH]1
-1	CN(C(=O)c1cccc(S(=O)(=O)N2CCCC2)c1)C1CCCC1
-9	CCn1cc(SCC(=O)N2CCC3(CC2)CNC(=O)C3)c2ccccc21
-4	Cc1cc(C)c2[nH]c(=O)cc(C)c2c1
-6	Cc1c(C(=O)OC(C)C)[nH]c2c1C(=O)CCC2
-4	Nc1c(N(CCC2=CCCCC2)CC(=O)Nc2ccccc2)c(=O)[nH]c(=O)n1Cc1ccccc1
0	COc1ccc(CN2CCNC(=O)C2CC(=O)NCc2cc(F)ccc2C)c(OC)c1 (stereo unspecified)
-9	Cn1c(SCC(=O)NC2CCCCCC2)nc2sc3c(c2c1=O)CCCC3
-8	CCCNC(=O)C(C)N1CCN(c2cccc(C)c2)CC1 (stereo unspecified)
-16	CC(=O)Nc1ccc(-c2cn(CC3COc4ccccc4O3)nn2)cc1 (stereo unspecified)
-1	CCOC(=O)c1cc(=O)n(-c2ccc(Cl)cc2)[nH]1
1	COCC(=O)NC(C)c1ccccc1Br (stereo unspecified)
-5	Cn1c(=O)c2c(ncn2CC(=O)OCc2ccccc2)n(C)c1=O
-24	O=C(CCc1ccccc1)OCCCC(F)(F)C(F)(F)F
-9	COc1cccc(CNC(=O)CCC2CCCN(C(=O)Cc3cccc(C)c3)C2)c1 (stereo unspecified)
-4	CC(=O)C1=C(c2ccc([N+](=O)[O-])cc2)N(C(C)=O)n2cnnc2S1
-11	Cc1cnn(C(C)CC(N)=NO)c1 (stereo unspecified)
